Abeta rescue = restores growth of yeast expressing A-beta42 peptide. yeast expressing A-beta42, growth rescue, OD600, 48 h; response scale: 0% DMSO, 100% iron-clioquinol control. Potency, µM (highest dose often 46.1 µM), inactives show top-dose growth rescue, hits mostly activators. 0.063% of 410,000 active; also: potency is read from the fitted curve at half-maximal effect; nearly all actives have a fitted effect of over 55% in size
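Growth rescue measured by 600 nm absorbance after 48 h yeast culture at 30 C with compound. Values normalized between DMSO and an equimolar ferric chloride plus clioquinol control.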
D3 ag = activates the human D3 dopamine receptor; D3R DiscoveRx beta-arrestin cells, luminescence, 90 min; max activation, %; 0.58% of 410,000 active; in the data active = max activation above about 30%; also: 0% is about no effect; mostly tested at two doses, the higher about 12 µM
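Cells at 1500/well, incubated overnight, then treated with pinned compounds (dopamine as control) for 90 min at 37 degrees C. DiscoveRx reagent added for 30 - 60 minutes at room temperature; luminescence read.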
D3 antag = antagonists of human D3 dopamine receptor | P35462 | D3R cells, DiscoveRx beta-arrestin luminescence, antagonist mode; active compounds read low | max response, negative = inhibition, % | 2.5% of 360,000 active | AID 652054; in the data active = max response below about -50%; inconclusive = no clear call, values can overlap the other calls; also: % is scaled to controls: 0 for no effect and ±100 for the full control effect; mostly tested at two doses, the higher about 12 µM
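Cells plated overnight at 1500 cells/well, then exposed to library compounds with dopamine controls for 90 minutes at 37 degrees C. DiscoveRx reagent added for 30–60 minutes at room temperature; luminescence read, quantitative HTS format.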
FUS yeast rescue = suppressors of FUS proteinopathy in yeast. 0.24% of 390,000 active. S. cerevisiae FUS-expressing, growth rescue, OD600, 24 h. Potency, µM (titrated, usually from 76.6 µM), without a hit: at the highest dose growth rescue (activation), usual class: activators;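 also: potency is read from the fitted curve at half-maximal effect; plate controls were DMSO vehicle for no effect and reference control for full effect; nearly all actives have a fitted effect of over 55% in size; some results filed as inactive show a strong effect at the top dose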
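FUS-expressing yeast, raffinose-pregrown, induced in 2% galactose minimal medium at OD 0.005; compounds in a dilution series, 24hr at 30C. Growth restoration read as absorbance at 600 nm. CP55940 positive control, DMSO negative.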
aSyn yeast inh = inhibitors of alpha-synuclein toxicity in yeast | Yeast expressing alpha-synuclein, growth rescue, BacTiter-Glo, 24 h | Potency, µM (top dose mostly 46.1 µM), inactives show top-dose growth rescue (activation), actives largely listed as activators | 0.14% of 370,000 active | AID 652106; also: potency is read from the fitted curve at half-maximal effect; % of control where 0% means no effect; nearly all actives have a fitted effect of over 65% in size
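Screening used galactose-induced yeast with toxic alpha-synuclein levels, exposed to compound for 24 hr at 30 deg C. Cell growth, read with BacTiter-Glo luminescence, gave the measured signal.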
TDP43 rescue = rescues yeast growth from TDP-43 toxicity; 1.8% of 410,000 active; AID 652104; Potency, µM (titrated, usually from 46.1 µM), for inactives: at the top dose growth rescue (activation), most hits filed as activators; TDP-43 expressing yeast growth rescue, BacTiter-Glo, 24 h; also: potency is read from the fitted curve at half-maximal effect; % of control where 0% means no effect; nearly all actives have a fitted effect of over 50% in size
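Yeast cells expressing TDP-43 under galactose induction are exposed to compounds for 24 hr at 30 deg C. BacTiter-Glo luminescence measures growth, so protective compounds score as activators.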
EPAC2 ag = EPAC2 (human) agonism; Potency, µM (series often up to 154 µM), inactives show at the top dose activation, most hits filed as activators; EPAC2 activation, biochemical qHTS; response scale: 100% = 6.5 mM cAMP response; Q8WZA2; 0.079% of 360,000 active; also: potency is read from the fitted curve at half-maximal effect; nearly all actives have a fitted effect of over 50% in size
Target sequence (Q8WZA2 whole entry, looked up): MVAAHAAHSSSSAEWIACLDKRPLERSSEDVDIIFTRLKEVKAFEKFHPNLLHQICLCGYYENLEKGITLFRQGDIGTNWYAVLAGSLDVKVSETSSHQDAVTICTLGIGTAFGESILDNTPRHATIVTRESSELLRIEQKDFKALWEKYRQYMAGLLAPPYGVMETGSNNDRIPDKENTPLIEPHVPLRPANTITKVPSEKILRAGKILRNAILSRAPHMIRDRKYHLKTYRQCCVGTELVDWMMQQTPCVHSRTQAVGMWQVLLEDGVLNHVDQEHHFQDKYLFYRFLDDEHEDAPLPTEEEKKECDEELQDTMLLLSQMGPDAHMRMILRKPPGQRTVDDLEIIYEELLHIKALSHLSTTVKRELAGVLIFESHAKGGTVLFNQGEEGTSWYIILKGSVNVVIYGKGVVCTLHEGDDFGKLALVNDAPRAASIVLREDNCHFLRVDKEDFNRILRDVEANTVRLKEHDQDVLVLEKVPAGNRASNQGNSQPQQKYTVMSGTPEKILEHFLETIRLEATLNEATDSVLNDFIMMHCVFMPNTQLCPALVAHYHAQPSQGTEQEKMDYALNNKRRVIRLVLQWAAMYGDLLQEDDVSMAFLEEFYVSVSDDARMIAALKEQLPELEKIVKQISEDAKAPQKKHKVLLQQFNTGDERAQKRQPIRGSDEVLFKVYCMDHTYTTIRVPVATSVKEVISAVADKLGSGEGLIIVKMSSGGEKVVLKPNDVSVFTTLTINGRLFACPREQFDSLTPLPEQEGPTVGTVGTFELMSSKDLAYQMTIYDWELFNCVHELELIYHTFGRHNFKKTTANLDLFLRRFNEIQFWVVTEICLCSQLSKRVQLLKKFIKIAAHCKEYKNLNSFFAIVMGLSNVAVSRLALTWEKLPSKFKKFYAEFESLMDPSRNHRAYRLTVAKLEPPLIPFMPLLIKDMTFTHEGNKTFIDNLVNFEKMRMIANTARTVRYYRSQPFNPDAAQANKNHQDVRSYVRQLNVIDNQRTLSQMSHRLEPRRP
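Setup: EPAC2 100 nM, labeled Rap1B complex 250 nM, free GDP 50 uM. Compound titrations pinned in, brief spin, 5 min room temperature incubation. Kinetic fluorescence read over 30 min, normalized to 6.5 mM cAMP.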
EPAC2 antag = blocks human EPAC2 exchange factor; Q8WZA2; EPAC2 GEF exchange of Rap1B-BODIPY-GDP, fluorescence; Potency, µM (doses to about 114 µM), inactives show at the highest dose activity, negative = inhibition, usual class: inhibitors; 0.18% of 360,000 active; also: potency is read from the fitted curve at half-maximal effect; % is scaled to controls: 0 for no effect and ±100 for the full control effect; nearly all actives have a fitted effect of over 45% in size; many of its hits are not listed in these tables
* = called active by the depositor; ? = inconclusive; nt = no result given; & = joins results of further samples; [ ] = dose if it differs, or a comment. Unless noted, calls follow the shape of the dose curve; as a rule, active = well fitted curve in the direction sought with a large enough effect; inconclusive = small, poorly fitted or top-dose-only effect, or another doubt; inactive = no such curve, though single readings can be large; an effect the other way counts as inactive or inconclusive. A portion of the library; the hit share may differ from the screen's.

Values run as follows: D3 ag	EPAC2 ag	EPAC2 antag	FUS yeast rescue	TDP43 rescue	aSyn yeast inh	D3 antag	Abeta rescue
> Cc1ccc(NC(=O)c2ccc3nccnc3c2)c(C)c1
 : 3	6%	2%	12%	1%	3%	8	-5%
> CC1CCCCC1NC(=O)c1ccc(-n2cncn2)cc1 (stereo unspecified)
 : 0	-2%	10%	18%	29%	5%	3	0%
> CCN(CC)c1ccc(-c2nn3c(-c4n[nH]c5c4CCC5)nnc3s2)cc1
 : -2	-7%	-7%	25%	7%	-4%	-12	13%
> CCc1ccc2c(c1)NC(=O)C2(C)Cc1ccccc1 (stereo unspecified)
 : 3	-4%	-23%	1%	?	?	0	24%
> COc1ccc(NC(=S)N(Cc2ccc(N(C)C)cc2)Cc2ccco2)cc1
 : 3	6%	-19%	25%	-4%	3%	27	11%
> COc1ccc2c(c1)nc(SCC(C)O)n2C (stereo unspecified)
 : -4	5%	11%	nt	-16%	-6%	10	-6%
> Cc1ccc(Nc2nc(-c3sc(C)nc3C)cs2)cc1
 : -3	3%	-9%	-6%	20µM*	-3%	11	7%
> CCOC(=O)C1(C/C(C)=N/NC(N)=O)CC(C)(C)OC1=O (stereo unspecified)
 : 10	9%	7%	-9%	-2%	3%	13	-2%
> COCc1cc(=O)n2[nH]c(-c3ccsc3-n3c(C)ccc3C)cc2n1
 : 2	-1%	5%	?	5%	7%	-12	-11%
> CC(C)CN(C(=O)C1CCC1)c1c(N)n(Cc2ccccc2)c(=O)[nH]c1=O
 : -2	7%	3%	0%	9%	-4%	2	-4%
> O=C(CN1CCN(C(=O)c2ccco2)CC1)Nc1ccc(Cl)c(S(=O)(=O)N2CCOCC2)c1
 : 12	0%	1%	19%	-11%	-4%	4	-9%
> COc1ccc(NC(=O)C(c2ccc(OC)cc2)N(C)C(=O)Cc2cccs2)cc1 (stereo unspecified)
 : -8&-1	22%	-7%	5%	?	11%	10	18%&21%
> CCn1ncc(-c2csc(N)n2)c1C
 : 8	6%	3%	7%	-12%	-3%	5	3%
> CC(C)CC(NC(=O)CCl)c1ccccc1 (stereo unspecified)
 : -2	2%	7%	nt	5%	3%	5	0%
> COc1ccc(-c2nnn3c2nc(NCc2ccc(C)cc2)c2ccccc23)cc1
 : 3	nt	nt	-16%	9%	nt	nt	0%
> COc1ccc(CCNC(=O)CSc2cn(Cc3cccc(C)c3)c3ccccc23)cc1OC
 : -1	7%	-11%	?	24%	1%	-17	7%
> Cc1cc(O)c(C(C)C)cc1N=Nc1ccccc1C(=O)O
 : 3	-4%	?	4%	-9%	-14%	-19	-3%
> CN1CCN(c2oc(/C=C/c3ccc(F)cc3)nc2C#N)CC1
 : -18	nt	nt	-19%	11%	nt	nt	-15%
> C[C@@H]1CN([C@@H](C)CO)C(=O)c2cc(NC(=O)C3CCCCC3)ccc2O[C@@H](C)CCCCO[C@@H]1CN(C)C(=O)CCCN(C)C
 : -6	8%	-12%	-1%	0%	1%	7	2%
> Cc1sc(NC(=S)NC(=O)C(C)(C)C)c(C(N)=O)c1C
 : -15	-14%	6%	2%	-18%	-4%	?	0%
> O=C(O)CCCNc1ccc(S(=O)(=O)N2CCCCC2)cc1
 : -5	5%	-3%	30%	-19%	-5%	-9	-7%
> O=C(NC1=NCCS1)C1CCN(S(=O)(=O)c2cc([N+](=O)[O-])ccc2Cl)CC1
 : 3	0%	1%	12%	24%	10%	-7	10%
> CCN=C1SC(CC(=O)Nc2ccc(C)cc2)C(=O)N1CC (stereo unspecified)
 : -5	-7%	11%	10%	-4%	-2%	7	1%
> C=C(C)c1cccc(C(C)(C)NC(=O)N2CCCC(C)C2)c1 (stereo unspecified)
 : -5	15%	5%	6%	12%	2%	17	3%
> CC(=O)N1CCN(c2ccc(NC(=O)/C=C/c3ccccc3)cc2)CC1
 : 0	5%	3%	26%	-11%	-5%	-4	6%
> c1ccc2c3c(c(CN4CCCCC4)cc2c1)COC3
 : -16	4%	10%	3%	-4%	2%	-11	8%
> O=C(COc1ccc(F)cc1)NCCCn1ccnc1
 : 3	2%	-4%	-9%	-17%	2%	2	-1%
> CC1CCc2c(sc3ncnc(SC(C)C(=O)NCC4CCCO4)c23)C1 (stereo unspecified)
 : -5	7%	-13%	54%	4%	6%	-13	-5%
> O=C(Nc1cccc(C(F)(F)F)c1)Nc1nnc([C@H]2C[C@H](O)[C@@H](CO)O2)s1
 : -10	5%	4%	-11%	-2%	1%	-7	-14%
> COCCn1c(SCCN2CCOCC2)nc2c1c(=O)[nH]c(=O)n2C
 : 1	9%	-2%	-15%	?	1%	17	9%
> CC(C)(CNC(=O)c1ccc(S(=O)(=O)N2CCCC2)cc1)N1CCOCC1
 : -16	15%	4%	17%	-22%	1%	-1	-2%
> CCCNc1ccc(-c2nc(-c3ccncc3)no2)cc1[N+](=O)[O-]
 : -14	nt	nt	-9%	10%	nt	nt	-14%
> Cc1ccc(/C=C/C(=O)OCC(=O)N(CC(C)C)c2c(N)n(Cc3ccccc3)c(=O)[nH]c2=O)o1
 : 4	-6%	30%	3%	0%	3%	6	-4%
> COc1ccc(NC(=S)N2CCN(C(=O)c3ccco3)CC2)cc1OC
 : 13	5%	17%	nt	16%	3%	25	7%
> CC(C)OC(=O)c1c(NC(=O)c2cnn3c2NC(c2ccccc2)CC3C(F)(F)F)sc2c1CCCC2 (stereo unspecified)
 : 11	-5%	-2%	-17%	7%	3%	0	5%
> CN(c1cccc(Cl)c1)S(=O)(=O)c1cccc(C(=O)NC2=NCCS2)c1
 : -5	12%	-11%	24%	-21%	-20%	0	-13%
> COc1ccc(OCC(=O)NC(CC(=O)O)c2ccc(OC)c(OC)c2)cc1 (stereo unspecified)
 : 3	2%	1%	9%	-10%	3%	8	-6%
> COc1ccc(NC(=O)[C@H](COCc2ccccc2)NC(=O)OC(C)(C)C)cc1
 : -1	3%	-2%	8%	16%	0%	11	15%
> O=C(COc1ccccc1)N1c2ccccc2Sc2ccccc21
 : -15	16%	-6%	nt	22%	20%	-22	-11%
> COc1ccccc1C(C)NC(=O)c1ccc(NC(=O)CC2SC(N3CCCC3)=NC2=O)cc1 (stereo unspecified)
 : 2	-7%	-8%	16%	9%	4%	0	-3%
> Cc1cc(OC(C)C(=O)N(Cc2ccco2)Cc2ccco2)cc(C)c1Cl (stereo unspecified)
 : 10	nt	nt	32%	-2%	nt	nt	11%
> CC1CC(C)CN(C(=O)c2cccc(N3C(=O)c4ccccc4C3=O)c2)C1 (stereo unspecified)
 : -5	8%	-15%	-2%	?	-5%	0	-20%
> CCOc1cnn(-c2cc(Oc3ccc(C)cc3)ncn2)c(=O)c1Cl
 : 4	-7%	-2%	3%	13%	-13%	-24	8%
> O=[N+]([O-])c1cccc(/C=C/c2ccc3cccc(O)c3n2)c1
 : -13	-8%	-3%	-7%	23%	-10%	-1	-9%
> Cc1ccc(S(=O)(=O)NC(=O)Nc2cccc(C)n2)cc1
 : -6	16%	2%	8%	-23%	-16%	-12	-6%
> CCCN1CCN(S(=O)(=O)c2ccc3c(c2)CCC(=O)N3)CC1
 : 1	4%	-6%	-6%	13%	3%[1.84 µM]	-2	-3%
> CS(=O)(=O)c1ccc(Cl)c(NC(=O)CSC(=S)N2CCCC2)c1
 : 0	-1%	1%	-5%	20%	-3%	-4	4%
> CONC(=O)Nc1ccccc1[N+](=O)[O-]
 : -8	1%	26%	-5%	-13%	1%	6	1%
> CCOc1ccc(NC(=O)CSc2nnc(C)n2Cc2ccccc2)cc1
 : 1	-2%	2%	-2%	2%	6%	6	9%
> Cc1cccc(Cn2cc3c(=O)n(CC(=O)Nc4c(C)cccc4C)nc-3c3cc(F)ccc32)c1
 : 4	nt	nt	-15%	17%	nt	nt	-1%
> CCOc1ccc(CC(=O)Nc2sc(Cc3ccccc3)cc2C(N)=O)cc1OCC
 : -11	7%	-6%	14%	-27%	-3%	2	-5%
> COc1cccc(-c2nc3nc(C)cc(C)n3c2NCc2ccccc2)c1
 : 5	14%	-1%	3%	24%	10%	-15	-4%

Given in markdown: six of the compounds above.
| canonical_smiles | D3 ag | EPAC2 ag | EPAC2 antag | FUS yeast rescue | TDP43 rescue | aSyn yeast inh | D3 antag | Abeta rescue |
| --- | --- | --- | --- | --- | --- | --- | --- | --- |
| CCCNc1ccc(-c2nc(-c3ccncc3)no2)cc1[N+](=O)[O-] | -14 | nt | nt | -9% | 10% | nt | nt | -14% |
| Cc1ccc(/C=C/C(=O)OCC(=O)N(CC(C)C)c2c(N)n(Cc3ccccc3)c(=O)[nH]c2=O)o1 | 4 | -6% | 30% | 3% | 0% | 3% | 6 | -4% |
| COc1ccc(NC(=S)N2CCN(C(=O)c3ccco3)CC2)cc1OC | 13 | 5% | 17% | nt | 16% | 3% | 25 | 7% |
| CC(C)OC(=O)c1c(NC(=O)c2cnn3c2NC(c2ccccc2)CC3C(F)(F)F)sc2c1CCCC2 (stereo unspecified) | 11 | -5% | -2% | -17% | 7% | 3% | 0 | 5% |
| CN(c1cccc(Cl)c1)S(=O)(=O)c1cccc(C(=O)NC2=NCCS2)c1 | -5 | 12% | -11% | 24% | -21% | -20% | 0 | -13% |
| COc1ccc(OCC(=O)NC(CC(=O)O)c2ccc(OC)c(OC)c2)cc1 (stereo unspecified) | 3 | 2% | 1% | 9% | -10% | 3% | 8 | -6% |

Compound activity as filed in PubChem.
